# AddAB inh = less growth of phage-infected E. coli with AddAB | AID 435030 | actives 0.29% (n = 330,000) | inhibition, % at 11.9 µM | E. coli expressing H. pylori AddAB, absorbance growth; in the data active means inhibition above about 12%;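 further: 0% = vehicle wells of infected cells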
# OPRM1-OPRD1 inv = inverse agonists of human mu-delta opioid receptor heterodimerization. P35372+P41143. cell-based MOR-DOR heterodimer luminescence, inverse agonism. inhibition, % at 9.3 µM. actives 0.21% (n = 340,000); in the data active means inhibition above about 22%, passing the limit was not always enough;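 further: 0% = cells with DMSO and 100% = wells without cells with DMSO; values of inactives mirror those of a sister screen read the other way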
# E coli growth = counter-screen for AddAB inhibitors: E. coli growth inhibition; E. coli V3065 growth, OD600 absorbance, 18 h; inhibition, % at 11.9 µM; actives 0.27% (n = 330,000); AID 449728;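 active means inhibition above the campaign's mean inhibition across all tested compounds plus 3 SD, cut at about 9.9% in these data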;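 further: uninfected addAB+ strain grown without phage in ampicillin broth; 0% = DMSO wells and 100% = ciprofloxacin 0.95 µg/ml wells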
# PKA-R1A act = activators of PKA-R1A complex | P00514+P68181 | PKA-R1A dissociation, Cy5-IP20 fluorescence polarization; scaled: DMSO 0%, 113 µM cGMP 100% | activation, % at 11.4 µM | actives 0.083% (n = 340,000) | AID 504707;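 active means percent activation above the mean of all tested compounds plus 3 SD, cut at about 19% in these data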;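 further: higher means more PKAc released from R1A so a rise in polarization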
# OPRM1-OPRD1 ag = agonists of human mu-delta opioid receptor heterodimerization; cells, OPRM1-OPRD1 heterodimerization, luminescence; activation, % at 9.3 µM; actives 0.3% (n = 340,000); AID 504326; in the data active means activation above about 18%;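 further: 0% = vehicle-treated cells and 100% = reference agonist; values of inactives mirror those of a sister screen read the other way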
# HTR5A inv ctr = inverse agonist of human HTR5A in OPRM1-OPRD1 counter-screen. HTR5A cell line, luminescence, inverse agonism. inhibition, % at 9.3 µM. actives 0.083% (n = 340,000). AID 504634; in the data active means inhibition mostly above about 23%, no sharp cut-off; inactive means mostly below about 18%;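 further: 0% = cells with DMSO and 100% = no-cell wells with DMSO; some compounds called inactive have numbers as strong as hits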
# Target sequence (P47898 whole entry, looked up): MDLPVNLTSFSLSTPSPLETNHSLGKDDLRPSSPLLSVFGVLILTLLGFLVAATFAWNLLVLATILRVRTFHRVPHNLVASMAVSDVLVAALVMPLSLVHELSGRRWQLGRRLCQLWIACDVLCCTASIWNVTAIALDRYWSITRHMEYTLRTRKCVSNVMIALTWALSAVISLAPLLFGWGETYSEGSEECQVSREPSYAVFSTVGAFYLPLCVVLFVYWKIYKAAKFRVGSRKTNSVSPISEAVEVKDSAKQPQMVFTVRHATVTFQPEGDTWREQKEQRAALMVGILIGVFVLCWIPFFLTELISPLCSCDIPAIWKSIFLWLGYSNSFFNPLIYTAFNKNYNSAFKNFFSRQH
# Tat transport = blocks Tat-dependent protein export in E. coli | E. coli MC4100 TorA-mCherry Tat export, fluorescence | inhibition, % at 10 µM | actives 0.036% (n = 340,000);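 active means mean replicate inhibition at least 50% and at least half of replicates individually reaching 50%; inconclusive means only one of the two criteria met; inactive means neither criterion met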;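 further: exported cargo escapes ClpAP degradation while cytoplasmic cargo is degraded and loses fluorescence; 0% = median of neutral control wells and 100% = median of NaSCN control wells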
# PKA-R2B activ = activates the human PKA-R2B holoenzyme complex. PKA-R2B holoenzyme dissociation, Cy5-IP20 fluorescence polarization; R2B truncated from residue 108, S112A mutant; 0% DMSO only, 100% 113 µM cGMP. activation, % at 11.4 µM. actives 0.079% (n = 340,000). AID 504700;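 active means activation above a cutoff set at the mean over all compounds plus 3 SD, cut at about 18% in these data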;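 further: higher means more holoenzyme dissociation and a rise in polarization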
# Target sequence (P31323 whole entry, looked up, other chains not shown, the tested form may be a part): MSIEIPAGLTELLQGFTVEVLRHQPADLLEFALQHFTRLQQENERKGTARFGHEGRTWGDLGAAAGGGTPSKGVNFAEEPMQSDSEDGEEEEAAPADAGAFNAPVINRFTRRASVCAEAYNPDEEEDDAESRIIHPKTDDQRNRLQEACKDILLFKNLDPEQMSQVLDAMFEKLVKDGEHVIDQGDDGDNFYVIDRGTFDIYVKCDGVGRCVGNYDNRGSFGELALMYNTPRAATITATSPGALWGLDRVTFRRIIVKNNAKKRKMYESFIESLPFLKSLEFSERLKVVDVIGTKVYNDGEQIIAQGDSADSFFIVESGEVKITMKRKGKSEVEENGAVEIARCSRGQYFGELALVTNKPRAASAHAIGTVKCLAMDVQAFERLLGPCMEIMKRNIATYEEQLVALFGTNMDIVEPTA
# SUMO Mot1 rescue = SUMOylation pathway inhibition by Mot1-301 growth rescue; growth rescue, % at 18.8 µM; actives 1% (n = 320,000); S. cerevisiae Mot1-301 growth rescue, ATP luminescence, 38.5C; percent above DMSO median, 100 means doubled;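 active means every valid replicate shows activation above 250% relative to neutral control wells; inactive means the rest, any valid replicate at or below 250%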;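 further: OY570 slx delta 5 strain wells were the positive control but not used for scaling; some compounds called inactive have numbers as strong as hits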
# PfHsp90 set2 = growth inhibition of yeast expressing Plasmodium Hsp90 | S. cerevisiae expressing PfHsp90, BacTiter-Glo ATP, 48 h; yeast lacking PDR1 and PDR3 efflux regulators | inhibition, % at 9.4 µM | actives 0.32% (n = 310,000);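 active means every replicate shows inhibition above about 80%, whatever the replicate mean, limit read from the data; inconclusive means mean inhibition reaches the set limit but some replicate falls short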;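 further: 0% = DMSO neutral controls and 100% = 20 µM radicicol positive controls; yeast relying on Plasmodium falciparum Hsp90 in place of its own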
# phage Ecoli inh = E. coli growth loss with phage present; growth absorbance; inhibition, % at 11.9 µM; actives 0.26% (n = 360,000); in the data active means inhibition above about 11%
# Starred values were filed as active, the others as inactive; i = inactive; u = inconclusive; x = not tested or not shown.
SMILES,AddAB inh,OPRM1-OPRD1 inv,E coli growth,PKA-R1A act,OPRM1-OPRD1 ag,HTR5A inv ctr,Tat transport,PKA-R2B activ,SUMO Mot1 rescue,PfHsp90 set2,phage Ecoli inh
CCN(CC(=O)Nc1c(F)cccc1F)C(=O)/C=C/c1ccc(OCC#N)c(OC)c1,2.9,3,4.1,-9,-0.5,1,5,-9,33,-11,0.5
O=C(COC(=O)c1cccnc1Nc1ccccc1F)NCc1ccc2c(c1)OCO2,-3.4,9,-1.5,-4,-1.5,-21,-1,-8,1,0,2.4
Cc1cccc(Nc2nc(N)nc(N)c2N=O)c1,x,11,x,4,-2.2,1,2,4,x,2,4.9
O=C(COC(=O)c1ccc[nH]c1=O)Nc1ccc2c(c1)OC(F)(F)O2,0.8,15,-0.2,-5,-2.7,-7,-1,-3,-14,16,1.5
COc1ccc(-n2c(C)c(C)c3c(NCCO)ncnc32)cc1,x,11,x,9,-2.5,-8,-3,5,7,6,x
CC(C)(C)CN1CCN(CC#Cc2ccccc2)CC1CCO (stereo unspecified),-0.1,-12,1.5,-1,2.5,7,-1,11,66,13,-1.0
COc1ccc(OCCCC(=O)OC(C)C(=O)Nc2ccc(NC(C)=O)cc2)cc1 (stereo unspecified),1.9,11,-0.8,8,-1.9,-7,12,-3,2,18,2.4
CC(C)(C)NC(=O)c1cnn(-c2ccccc2)c1NC(=O)c1ccccc1,1.6,3,1.1,3,-0.6,12,-22,7,-3,4,2.0
Cc1cccc(-n2c(-c3ccccc3)c[nH]c2=S)c1C,-1.7,-8,-2.9,1,1.0,-11,6,2,-12,30,1.3
S=c1[nH]nc(-c2cccnc2)n1-c1ccc2c(c1)OCCO2,-1.4,16,-1.7,-5,-3.3,25,-12,-13,-5,-10,3.5
C1CCc2c(nc3nnnn3c2NC2CCCC2)C1,1.1,9,3.1,-6,-1.6,-5,1,-2,-7,5,3.0
Cc1[nH]c2c(ccc3ccccc32)c1C1C(CCN)C1(C)C (stereo unspecified),0.7,-10,2.0,-2,2.0,-7,0,-3,12,x,5.6
O=C(Nc1ccccc1)c1c(F)cccc1F,1.3,18,1.3,-9,-3.2,17,-9,-3,5,8,4.4
Cc1nn(-c2cccc(C(=O)O)c2)c(C)c1[N+](=O)[O-],0.5,7,-0.6,-5,-1.4,-20,-4,-15,-2,-8,2.5
O=C(CN1C(=O)c2cccc3cccc1c23)N1CCc2ccccc2C1,1.5,19,-3.3,-7,-3.5,18,-8,3,-5,3,3.3
O=C(c1ccco1)N1CCN(C(=O)C2Cc3ccccc3CN2S(=O)(=O)c2ccc(F)cc2)CC1 (stereo unspecified),0.3,0,1.1,-2,-0.1,-25,0,3,901*,2,2.3
COc1ccccc1N(CC(=O)N/N=C/c1ccc(C(=O)O)cc1)S(=O)(=O)c1ccc(C)cc1,-1.4,-2,-1.6,4,0.4,-9,1,-20,-24,-27,3.0
CNC(=O)COc1ccc(S(=O)(=O)Nc2ccc(OC)cc2)cc1,1.4,12,-1.7,1,-2.4,4,6,0,-6,-15,3.5
CC(NC(=O)Cn1cnnn1)C12CC3CC(CC(C3)C1)C2 (stereo unspecified),3.5,6,1.5,0,-0.9,-12,0,-2,7,29,1.5
NC(=O)CCCn1c(C(=O)c2ccc(Cl)cc2)c2ccc(C(F)(F)F)cc2[n+]1[O-],-0.3,15,-0.9,-3,-2.8,4,-1,1,-2,-9,2.8
Cc1ccccc1CCNC(=O)C1CCC(=O)N(CCc2cccc(F)c2)C1 (stereo unspecified),x,4,x,3,-0.8,-6,-5,-3,x,8,2.0
O=C(O)c1cc(-c2ccc3ccccc3c2)nc2ccc(F)cc12,3.7,15,0.5,-5,-2.7,7,6,11,146,0,3.7
COC(=O)c1nn(-c2ccccc2)c(=O)cc1Sc1ccc(Cl)cc1,3.1,1,0.7,2,-0.1,-1,-1,-4,7,-24,5.1
Cc1cccc(NC(=O)NCCN2C(=O)C3C4C=CC(C4)C3C2=O)c1 (stereo unspecified),4.4,9,1.4,14,-1.7,2,1,0,-20,-9,3.9
O=C(NCSc1ccncn1)c1ccccc1,1.4,5,-0.3,2,-0.9,27,1,-3,193,-10,1.1

# The last two records of the section before open the next one.
SMILES,AddAB inh,OPRM1-OPRD1 inv,E coli growth,PKA-R1A act,OPRM1-OPRD1 ag,HTR5A inv ctr,Tat transport,PKA-R2B activ,SUMO Mot1 rescue,PfHsp90 set2,phage Ecoli inh
Cc1cccc(NC(=O)NCCN2C(=O)C3C4C=CC(C4)C3C2=O)c1 (stereo unspecified),4.4,9,1.4,14,-1.7,2,1,0,-20,-9,3.9
O=C(NCSc1ccncn1)c1ccccc1,1.4,5,-0.3,2,-0.9,27,1,-3,193,-10,1.1
O=C(CCn1c(=O)sc2ccccc21)NC1CCCCC1,0.2,4,-0.8,-11,-0.8,4,2,6,2,6,2.6
CC[C@]12c3[nH]c4cc(CCC(=O)N(C)C)ccc4c3CCN1C(=O)[C@@H](CC(=O)NCCCn1ccnc1)C[C@@H]2C(=O)N1CCN(C(=O)c2ccco2)CC1,1.5,10,-0.9,-4,-2.1,0,3,-6,x,11,-0.1
COc1ccc(CCNC(=O)c2ccc3c(SCC(=O)O)c4c(nc3c2)CCCC4)cc1OC,-0.2,13,2.4,-1,-2.8,3,1,-8,2,8,3.5
Cc1cc(C)cc(OCC(O)Cn2nc(C)cc2C)c1 (stereo unspecified),1.1,17,1.6,8,-3.8,15,-1,-7,0,-11,0.1
O=C(CSc1nnc2c(Cl)cc(Cl)cn12)NC1CCS(=O)(=O)C1 (stereo unspecified),3.6,13,2.3,-5,-2.5,-4,-2,-10,-17,-2,3.1
COc1ccc(CCNC(=O)c2cc(-c3cccs3)on2)cc1OC,2.1,11,-0.7,-1,-2.1,-11,-4,-3,-1,-30,x
CN1CCN(CCCCOc2ccc(F)cc2)CC1,2.8,1,-0.9,3,-0.1,-7,1,5,-4,x,1.2
O=C(CSc1nc2ccccc2c(=O)n1-c1ccc(F)cc1)NC1CC1,1.8,19,1.8,-2,-4.8,8,-1,-4,7,-41,2.3
O=C(O)c1ccccc1/C=N/NC(=O)C1CCCCC1,0.5,13,-0.4,-14,-2.6,17,-8,0,14,36,-0.4
Cc1ccccc1-c1nc2cc(N)ccc2o1,-3.1,1,-0.9,3,-0.3,7,-2,11,21,-10,0.1
CCOC(=O)c1ccc(NS(=O)(=O)c2c(C)[nH]c(C)c2C(=O)N2CCCCC2)cc1,3.7,9,0.8,-9,-1.7,12,-5,0,12,-5,4.8
CCN(CC)CCCN1C(=O)C(O)=C(C(=O)c2cc3ccccc3o2)C1c1ccccn1 (stereo unspecified),-0.4,7,-1.6,4,-1.2,-21,-7,2,217,-7,1.3
Cc1cccc(/C=C/C(=O)c2ccc([N+](=O)[O-])o2)c1,6.5,-41,4.5,0,7.7,-26,-8,0,221,103*,5.7
CCCCN(C(=O)c1c(CC)noc1C)c1c(N)n(CCC)c(=O)[nH]c1=O,-1.2,9,-1.4,-7,-1.4,-4,-7,-12,287,-22,3.5
CC(C)c1cc(CN2C(C)COCC2C)cc(C(C)C)c1O (stereo unspecified),x,-1,x,5,0.2,-5,-1,-11,x,x,-0.2
O=C(NC1CC2CCC1C2)c1ccco1 (stereo unspecified),0.9,-12,-1.9,0,1.4,-7,-11,-18,-12,7,-1.8
CCCOc1ccccc1NC(=O)Nc1ccccc1Cl,0.5,-20,0.0,-5,2.7,-16,-2,-3,-1,-11,4.3
COc1ccccc1CNC(=O)c1oc2ccccc2c1C,3.1,10,2.4,-2,-1.4,-14,3,-18,-10,-19,1.1
COC(=O)c1ccsc1NC(=O)c1ccc(Cl)s1,3.7,-17,-1.8,6,3.3,-37,0,3,10,8,1.8
c1ccc2c(CNc3ccc(CNc4ncn[nH]4)cc3)cccc2c1,-0.2,0,1.9,4,0.0,-2,0,5,1,-35,0.3
CN(C(=O)c1c(Cl)nc2sccn12)C1CCCCC1,1.3,6,3.0,2,-1.1,-3,-7,0,3,8,2.0
Cc1ccc(N2CCN(Cc3ccccc3)CC2=O)c(C)c1,4.8,-5,2.1,2,1.0,0,-7,-2,-19,7,-1.1
CCOc1cc(Cl)c(NC(C)=O)cc1OCC,2.4,13,0.2,-4,-2.4,-13,6,-1,15,6,3.5
CN(CCOc1ccccc1)C(=O)c1cc([N+](=O)[O-])cc([N+](=O)[O-])c1,3.2,-32,1.7,-3,6.9,21,-4,2,i,-6,3.3
COc1ccccc1OCCC(=O)Nc1nc(C)cs1,3.0,3,-0.6,-1,-0.7,-8,-5,-4,67,3,1.4
# New compounds follow.
SMILES,AddAB inh,OPRM1-OPRD1 inv,E coli growth,PKA-R1A act,OPRM1-OPRD1 ag,HTR5A inv ctr,Tat transport,PKA-R2B activ,SUMO Mot1 rescue,PfHsp90 set2,phage Ecoli inh
Cc1csc(SCC(=O)Nc2cccc3nsnc23)n1,3.6,11,-1.4,-1,-2.5,7,-4,7,-10,-7,3.0
COc1ccc(S(=O)(=O)N2CCC(C(=O)NCc3cccnc3)CC2)cc1OC,3.0,11,-1.3,-11,-2.0,-15,u,-6,32,4,2.0
c1ccc(NC2=NCCN2CCC2CCCC2)cc1,5.0,12,0.5,-6,-2.6,-8,21,9,-4,-9,1.9
Cc1cc(OCC(=O)OCC(=O)NC2CCCCC2C)ccc1Cl (stereo unspecified),-0.6,6,-1.1,-5,-1.5,-9,6,0,20,0,3.5
COc1ccc(N2CCN(C(=O)COC(=O)/C=C/c3ccc(C(F)(F)F)cc3)CC2)cc1,1.9,6,1.4,-3,-1.1,-6,-2,-2,-21,x,2.1
COC(=O)c1ccc2nc(C)cc(Nc3ccccc3C)c2c1,2.1,13,-0.9,-5,-2.4,26,-11,-10,-10,-21,1.0
CCCC1(C(=O)O)NC(c2ccc(OC)cc2O)C2C(=O)N(c3ccc(OC)cc3)C(=O)C21 (stereo unspecified),5.9,14,2.3,4,-2.7,-2,-4,-6,199,6,2.3
CCCOC1CCCN(C(=O)c2ccc(OC)c(OC3CCN(C(C)C)CC3)c2)C1 (stereo unspecified),2.1,12,-0.2,0,-2.3,-16,-10,6,6,-16,-0.1
Cc1ccccc1OCC(=O)NNC(=O)c1ccc(-n2cncn2)c([N+](=O)[O-])c1,-0.2,8,0.9,-6,-1.2,14,4,-5,0,-20,4.9
COc1ccc(Cl)cc1NC(=O)CN(C)C(=O)c1ccc2c(c1)CC(c1ccccc1)OC2=O (stereo unspecified),0.8,13,-1.6,0,-3.4,11,-5,4,6,4,1.8
CCc1ccc(-c2cc(C(=O)Nc3ccc(S(=O)(=O)NC(C)=O)cc3)c3ccccc3n2)cc1,-0.7,12,-1.3,-3,-2.5,-51,u,0,-8,9,2.2
COC(=O)c1nc(NC(=O)c2ccc(Cl)cc2)n[nH]1,0.6,11,-0.7,-12,-2.0,-19,1,-1,9,7,2.9
Cc1ccc(OCC(=O)NCCc2c[nH]c3ccccc23)cc1,-0.9,-10,-2.2,2,1.8,-6,-6,3,13,-21,0.7
